# NR2E3 ag-1: activates human photoreceptor nuclear receptor NR2E3. Q9Y5X4. GST-NR2E3/biotin-RetCOR TR-FRET, 1536-well. inhibition of corepressor binding, % at 4.78 µM. 0.12% of 320,000 active. AID 2300;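 active = percent inhibition above the cutoff of mean plus 3 SD of all tested compounds, set per screening campaign, cut at about 20% in these data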;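 also: 0% = DMSO wells and 100% = biotin wells as full block of FRET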
# Target sequence (Q9Y5X4 whole entry, looked up): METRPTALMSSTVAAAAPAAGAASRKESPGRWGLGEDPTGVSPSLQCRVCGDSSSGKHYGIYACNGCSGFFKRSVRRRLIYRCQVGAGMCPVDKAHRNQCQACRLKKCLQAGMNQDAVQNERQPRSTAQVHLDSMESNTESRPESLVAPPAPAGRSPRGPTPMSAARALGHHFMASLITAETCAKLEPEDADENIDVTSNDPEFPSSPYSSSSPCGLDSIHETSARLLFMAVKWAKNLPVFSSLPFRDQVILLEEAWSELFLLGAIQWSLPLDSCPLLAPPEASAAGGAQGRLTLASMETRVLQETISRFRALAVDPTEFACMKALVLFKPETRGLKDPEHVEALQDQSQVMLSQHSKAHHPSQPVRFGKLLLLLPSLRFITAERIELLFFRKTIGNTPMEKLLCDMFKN
#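 Material – GST-tagged NR2E3 plus biotinylated RetCOR corepressor · Quantity – NR2E3 fusion 1.35 nM · Times – 5 h incubation at 4 °C · Medium – pH 7.5 Tris-based buffer · Technique – TR-FRET, Eu(K)-anti-GST donor, streptavidin-D2 acceptor, ex 340, em 617/671 nm · Benchmarks – high control biotin, low control 0.6% DMSO · Format – 1536-well plates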
# KKLEB cytotox: reduces viability of KKLEB cystic fibrosis airway cells; 0.36% of 360,000 active; AID 602141; KKLEB CF airway cells viability, ATPlite luminescence, overnight; hits give low values; cells stimulated with P. aeruginosa culture filtrate; activity change (cytotoxicity), % at 5 µM;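 active = corrected activity change at or below -50% at 5 µM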
# Peg3 promoter: Peg3 promoter activity inhibition. HeLa PEG-Prom luciferase reporter, luminescence, overnight. inhibition, % at 20 µM. 1.7% of 360,000 active;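 active = inhibition of at least 50% at 20 µM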
# TWEAK Fn14 block: blocks TWEAK-Fn14 interaction in a reporter cell assay. TWEAK-stimulated Fn14 reporter cells, luciferase luminescence, 8 h. inhibition, % at 10 µM. 2% of 360,000 active. AID 1159606; in the data active = inhibition above about 50%
# HIF-2a block: blocks HIF-2a reporter activity | 786-0 RCC cells HIF-2a reporter, luciferase luminescence, overnight | inhibition, % at 18.8 µM | 0.72% of 360,000 active;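 active = inhibition of the luminescence signal of 40% or more relative to plate controls, in a single-dose primary screen at 18.75 µM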
# C8 TRAIL sens: sensitizes caspase-8 expressing cells to TRAIL; AID 624354; inhibition (viability loss, TRAIL sensitization), % at 10 µM; 1% of 360,000 active; NB7+C8 cells + TRAIL, ATPlite viability luminescence;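 active = compounds causing at least 50% loss of cell viability in the single-dose screen, relative to plate controls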
# TROY NFkB inh: blocks TROY-dependent signaling in reporter cells | 0.98% of 360,000 active | AID 1347056 | Q293 LMP1-TROYcd NF-kB luciferase reporter, 4 h | inhibition, % at 10 µM;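 active = compounds whose plate-normalised and pattern-corrected inhibition of the luciferase reporter signal at the single screening dose is 50% or more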
# TRPM1 prom inh: reduces MITF-dependent TRPM1 promoter luciferase signal. 0.83% of 330,000 active. SK-MEL-5 TRPM1 promoter luciferase, 24 h. inhibition, % at 12.5 µM;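 active = mean inhibition across replicates of 60% or more, whatever share of single replicates reaches that level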; also: values of inactives mirror those of a sister screen read the other way
# NR2E3 ag-2: agonists of human NR2E3 nuclear receptor; AID 602229; 0.35% of 360,000 active; CHO-S Gal4-NCOR/VP16-NR2E3 two-hybrid, luciferase; inhibition of corepressor binding, % at 3.98 µM; Q9Y5X4;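 active = inhibition above the mean of all tested compounds plus 3 SD, cut at about 70% in these data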;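 also: 0% = DMSO with NR2E3 transfected cells and 100% = cells lacking NR2E3 construct; higher means lower luciferase signal from less NR2E3 corepressor binding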
# CF NFkB block: cystic fibrosis NF-kB activation inhibition; KKLEB NF-kB-GFP reporter, PAF-induced, GFP fluorescence overnight; inhibition, % at 5 µM; 0.86% of 360,000 active;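 active = at least 50% inhibition at 5 µM, scaled per plate between neutral and stimulator controls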;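 also: PAF is a Pseudomonas aeruginosa culture filtrate used as stimulus; plate controls were PAF-stimulated DMSO wells for no effect and unstimulated DMSO wells for full effect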
# Shn3 3UTR inh: Schnurri-3 reporter inhibition in Clone20 osteoblasts; Clone20 osteoblast Shn3 3'UTR firefly luciferase, 24 h; inhibition, % at 12.5 µM; 0.52% of 360,000 active; AID 588674;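 active = mean inhibition of at least 75% with every replicate also reaching 75%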;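 also: 0% = median of neutral control wells and 100% = pilot-screen positive control compound; some compounds past the cut are filed as inactive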
# An asterisk follows results filed as active; · = not tested or not shown.
item	SMILES	NR2E3 ag-1	KKLEB cytotox	Peg3 promoter	TWEAK Fn14 block	HIF-2a block	C8 TRAIL sens	TROY NFkB inh	TRPM1 prom inh	NR2E3 ag-2	CF NFkB block	Shn3 3UTR inh
1	COc1ccc(N2CC(O)=C(c3nc(-c4ccc(F)cc4)cs3)C2=N)cc1	-11	10	12	6	3	4	-13	12	-5	1	-12
2	Cc1cc(NC(=O)CCOc2ccccc2)no1	-2	2	-8	1	4	3	-23	-1	-11	-14	9
3	CC1(c2cc(C(F)(F)F)n3nc(C(=O)O)cc3n2)CC1	1	-3	-3	5	6	-12	-2	16	9	-7	-4
4	CCNC(=S)Nc1cc(OC)c(NC(=O)c2ccco2)cc1OC	0	-6	12	16	11	-6	-5	-10	-25	3	-9
5	CCCn1c2ccccc2c2nnc(SCC(=O)Nc3ncccn3)nc21	2	-3	4	-27	16	0	15	13	-18	0	-1
6	CNC(=O)Nc1ccc2nc(C)sc2c1	-3	-5	-26	2	-4	6	-21	1	-27	-4	0
7	NC(c1ccc(F)c(F)c1)c1nc(-c2cncnc2)cs1 (stereo not drawn)	·	11	-4	-30	5	7	3	·	5	-22	-18
8	CCCNS(=O)(=O)c1ccc(NC(=O)Cc2cccs2)cc1	-3	-3	-18	-1	-46	12	3	-13	-22	16	4
9	O=C(CSc1nnc(-c2cccc(S(=O)(=O)N3CCCC3)c2)n1-c1ccccc1)Nc1ccc(C(=O)O)cc1	2	15	-2	-11	12	-2	-1	12	8	-27	-14
10	N#CC1c2ccccc2C=CN1C(=O)N(c1ccccc1)c1ccccc1 (stereo not drawn)	·	6	47	94*	77*	13	39	24	11	45	-10

# Random excerpt: two compounds from above
item	SMILES	NR2E3 ag-1	KKLEB cytotox	Peg3 promoter	TWEAK Fn14 block	HIF-2a block	C8 TRAIL sens	TROY NFkB inh	TRPM1 prom inh	NR2E3 ag-2	CF NFkB block	Shn3 3UTR inh
2	Cc1cc(NC(=O)CCOc2ccccc2)no1	-2	2	-8	1	4	3	-23	-1	-11	-14	9
5	CCCn1c2ccccc2c2nnc(SCC(=O)Nc3ncccn3)nc21	2	-3	4	-27	16	0	15	13	-18	0	-1

# (more compounds)
item	SMILES	NR2E3 ag-1	KKLEB cytotox	Peg3 promoter	TWEAK Fn14 block	HIF-2a block	C8 TRAIL sens	TROY NFkB inh	TRPM1 prom inh	NR2E3 ag-2	CF NFkB block	Shn3 3UTR inh
11	O=C(CCC(=O)c1ccc(F)cc1)Nc1ccccc1Cl	2	6	-42	-11	-52	-4	-14	-10	5	-5	-23
12	COc1cccc(C(=O)OCn2nnc3ccccc3c2=O)c1	-1	3	3	-1	4	-12	-1	15	-15	4	7
13	CC(N=C1NS(=O)(=O)c2ccccc21)C(=O)N1CCc2ccccc2C1 (stereo not drawn)	7	1	-28	-16	-44	-10	-11	-27	-7	12	-21
14	COc1cccc(NC(=O)COC(=O)CCn2c(C)csc2=O)c1	4	5	-18	3	7	-3	-39	2	-12	-1	4
15	COc1ccc(OC)c(NC(=O)C(=O)NNC(=O)c2cccs2)c1	1	-47	18	12	7	6	-2	2	-16	12	3
16	Cc1onc(-c2c(Cl)cccc2Cl)c1C(=O)N1CCOCC1	3	1	1	-2	1	2	0	-9	3	22	-1
17	Cc1nn(-c2ccccc2)c(Cl)c1C(=O)Nc1nnc(C2CCCCC2)s1	4	-4	8	-1	18	21	1	10	-3	13	-7
18	COc1ccc(C(=O)NC(=S)Nc2ccc([N+](=O)[O-])cc2C)cc1OC	4	10	-38	-33	-45	-5	-1	8	-34	-4	4
19	C=CCN(CC=C)C(=O)Cc1ccc(F)cc1	-1	-17	10	-7	8	-22	-9	-6	1	18	1
20	COC(=O)C(C)(C)ONC(=O)Nc1ccccc1Cl	-1	18	-15	4	-10	-2	-12	-6	-11	-5	8
21	CC(=O)C12CCCCC1CC1C3CC(C)C4(O)CC(=O)CCC4(C)C3CCC12C (stereo not drawn)	3	3	-9	8	13	7	-3	-4	-18	23	5
22	Cc1cc(Br)ccc1OCC(=O)NC1CCCC1	0	6	-117	-9	-168	-8	17	-15	-23	-21	-17
23	COC(=O)CCSCC(=O)N1N=C(c2ccc(Br)cc2)CC1c1cccc(OC)c1OC (stereo not drawn)	-2	2	13	-19	6	-5	-4	12	-15	2	12
24	O=C(CSc1ncccn1)NCc1ccccc1Cl	2	-15	-104	1	-156	0	-39	-72	-52	18	-24
25	COc1ccc(S(=O)(=O)c2c(O)c3ccc(C(=O)Nc4ccccc4)cc3[nH]c2=O)cc1	-3	8	5	13	4	-18	1	9	-5	-7	-14
26	CC(C)(C)C(=O)Nc1ccc2c(c1)-c1cc(NC(=O)C(C)(C)C)ccc1C2	0	11	-3	-32	-42	9	-3	-20	-18	-20	-4
27	CC(=O)n1nc(-c2ccccc2)nc1NCc1ccc(N(C)C)cc1	0	-9	-170	-16	-179	7	-6	-69	-47	5	-41
28	Cc1ccc(CCNC(=O)C2CCCN(C(=O)N(C)C)C2)cc1 (stereo not drawn)	-1	2	7	-1	24	-22	6	-2	12	-10	-15
29	CCOC(=O)[C@@H]1[C@H]2COc3cc(OC)ccc3[C@@H]2N2C(=O)N(c3ccc(Br)cc3)C(=O)[C@@]12C	-1	-11	16	13	11	9	-1	-4	-15	21	2
30	Oc1ccc2ccccc2c1CN1CCN(c2ccccc2)CC1	1	-8	17	7	15	-16	7	-2	5	20	4
31	CS(=O)(=O)N1CCN(c2ccccc2NC(=O)c2ccc(Br)o2)CC1	-1	11	26	-27	-55	-4	6	-11	6	2	26
32	CC(C)(Cc1nc2ccccc2[nH]1)c1nc2ccccc2[nH]1	·	3	13	-5	-7	-18	-2	·	-34	11	0
33	COc1ccccc1C1CC(=O)n2c(nc(-c3ccccc3)c2-c2ccccc2)S1 (stereo not drawn)	-4	4	14	1	11	-8	-5	-10	-10	8	-23
34	Cc1nc(-c2cccc(S(=O)(=O)N3CCC(C)CC3)c2)cs1	-2	5	30	-2	7	-4	5	18	2	0	5
35	CCOc1ccc(CCNC(=O)CSCC(=O)Nc2ccc(OC)cc2)cc1OCC	2	3	-17	-17	-17	-8	0	·	11	-6	0
36	Cc1ccc(S(=O)(=O)/N=C(/Nc2ccc(F)cc2F)c2ccccc2)cc1	5	-12	2	-10	0	-8	-1	5	0	33	-4
37	COc1ccc(S[C@@H](CCN2CC[C@H](C)CCC2=O)c2ccccc2)cc1	3	-2	-2	-4	-57	5	-6	4	2	20	6
38	CC(C)(C)c1cc(CCC(=O)NCC2CCCO2)cc(C(C)(C)C)c1O (stereo not drawn)	0	-3	7	5	0	-26	-11	-20	-38	15	-1
39	COc1cccc(-c2ccc(-c3noc(-c4ccccc4F)n3)c(OC)n2)c1	0	1	-184	-30	-238	-30	-86	-32	-33	-10	5
40	CC(C)(C)OC(=O)N(Cc1ccccc1)Cc1ccc(OCc2cccc(NC(=O)c3ccccc3)c2)cc1	·	20	-7	30	6	23	-6	14	4	-19	25

# Filtered by structure: the entries above with a Cl atom.
item	SMILES	NR2E3 ag-1	KKLEB cytotox	Peg3 promoter	TWEAK Fn14 block	HIF-2a block	C8 TRAIL sens	TROY NFkB inh	TRPM1 prom inh	NR2E3 ag-2	CF NFkB block	Shn3 3UTR inh
11	O=C(CCC(=O)c1ccc(F)cc1)Nc1ccccc1Cl	2	6	-42	-11	-52	-4	-14	-10	5	-5	-23
16	Cc1onc(-c2c(Cl)cccc2Cl)c1C(=O)N1CCOCC1	3	1	1	-2	1	2	0	-9	3	22	-1
17	Cc1nn(-c2ccccc2)c(Cl)c1C(=O)Nc1nnc(C2CCCCC2)s1	4	-4	8	-1	18	21	1	10	-3	13	-7
20	COC(=O)C(C)(C)ONC(=O)Nc1ccccc1Cl	-1	18	-15	4	-10	-2	-12	-6	-11	-5	8
24	O=C(CSc1ncccn1)NCc1ccccc1Cl	2	-15	-104	1	-156	0	-39	-72	-52	18	-24

# New compounds follow.
item	SMILES	NR2E3 ag-1	KKLEB cytotox	Peg3 promoter	TWEAK Fn14 block	HIF-2a block	C8 TRAIL sens	TROY NFkB inh	TRPM1 prom inh	NR2E3 ag-2	CF NFkB block	Shn3 3UTR inh
41	Cc1cc(NC(=O)Nc2cccc(Cl)c2)no1	·	-2	-86	-16	-113	-10	-29	·	-58	9	-14
42	O=C(NCC1CCCCC1)c1cc(S(=O)(=O)N2CCCCC2)ccc1N1CCOCC1	1	3	-5	-17	11	-1	9	-1	-10	4	-10
43	Cc1cc(C)c2c3c(c(-c4ccccc4)n2n1)c(=O)n(C)c(=O)n3C	·	2	-1	-4	9	-22	-16	-4	-35	-7	-1
44	Cc1nnc(NC(=O)C2CCN(c3cnccn3)CC2)s1	1	6	-6	-25	18	5	3	3	23	5	4
45	COc1ccc(Cl)cc1NC(=O)C1CCCN(c2ncnc3c2nc2n3CCCCC2)C1 (stereo not drawn)	0	5	30	-2	-3	11	10	1	-23	4	14
46	C=C(C)CN(CC)C(=O)CSc1nc2ncc(Cl)cc2[nH]1	-2	-2	-9	0	-17	4	-18	-10	-14	4	-13
47	COc1ccc(C(C)=O)cc1COc1ccccc1[N+](=O)[O-]	0	-8	17	-2	-10	-1	-15	3	4	-16	29
48	NC(=O)c1ccc(NC(=O)COC(=O)c2ccc3ccccc3n2)cc1	·	-7	-9	-1	8	-6	-9	-8	-9	0	-20
49	N#Cc1cc2c(nc1SCc1ccccc1)CCC2	-3	-15	-17	4	-38	10	-12	-24	-15	3	-27
50	CC(NNC(=S)N1CCN(c2ccccn2)CC1)c1nccc2ccccc12 (stereo not drawn)	·	-12	92*	10	52*	1	-3	86*	83*	0	93*
51	COc1cc(Cl)c(C)cc1NC(=O)c1cccc(OC)c1OC	0	-1	-268	-17	-300	11	-96	-55	-99	-12	-22
52	COC(=O)c1cccc(S(=O)(=O)N2CCC(NC(=O)NC34CC5CC(CC(C5)C3)C4)CC2)c1	1	0	-3	20	26	7	7	-3	-12	-4	28

# Not all compounds are listed; the hit share may differ from the screen's.
